SR-BI uptake up: SR-BI HDL lipid transfer activation; CHO ldlA[mSR-BI] cells, DiI-HDL uptake fluorescence, 3 h; 100 = double the neutral-control signal; activation, % at 12.5 µM; 320,000 compounds, 0.096% hits;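 active = mean replicate activation of at least 60% and every replicate at or above 60%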;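 note: 0% = median plate neutral-control signal and 100% = twice that signal; values of inactives mirror those of a sister screen read the other way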
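Material: SR-BI-overexpressing, LDLR-lacking CHO cells | Dosing: Single compound concentration, delivered by pin transfer | Probe or stimulus: Labelled HDL, 10 µg/mL | Signal: Bottom-read cell fluorescence after medium removal, ex 550/em 595 nm | Schedule: 3 h, 37 °C | Evaluation: HDL uptake via cellular fluorescence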
Wnt act: activates Wnt/beta-catenin signaling in a reporter cell assay. activator, plate reader. activation, % at 9.35 µM. 300,000 compounds, 1.2% hits. AID 743398; in the data active = activation above about 30%, passing the limit was not always enough;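 note: 0% = neutral control wells and 100% = positive control wells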
SR-BI HDL uptake: blocks mouse SR-BI lipid uptake from DiI-HDL; ldlA[mSR-BI] CHO cells, DiI-HDL uptake fluorescence, 3 h; inhibition, % at 12.5 µM; 320,000 compounds, 0.96% hits;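 active = mean replicate inhibition of at least 70% and a set share of replicates each scoring 70 or more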;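 note: 0% = median of neutral control wells and 100% = median of positive control wells; values of inactives mirror those of a sister screen read the other way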
dFosB activator: mouse delta FosB homodimer activation; P13346; activation, % at 25 µM; 340,000 compounds, 0.99% hits; purified delta FosB, TAMRA-CDK5 oligo fluorescence polarization; percent of positive-control signal above neutral wells;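 active = mean activation above about 17%, with every replicate also reaching it, limit read from the data, passing the limit was not always enough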;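 note: fluorescence polarization rise as delta FosB binds a TAMRA Cdk5 AP-1 oligo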
Target sequence (P13346 whole entry, looked up): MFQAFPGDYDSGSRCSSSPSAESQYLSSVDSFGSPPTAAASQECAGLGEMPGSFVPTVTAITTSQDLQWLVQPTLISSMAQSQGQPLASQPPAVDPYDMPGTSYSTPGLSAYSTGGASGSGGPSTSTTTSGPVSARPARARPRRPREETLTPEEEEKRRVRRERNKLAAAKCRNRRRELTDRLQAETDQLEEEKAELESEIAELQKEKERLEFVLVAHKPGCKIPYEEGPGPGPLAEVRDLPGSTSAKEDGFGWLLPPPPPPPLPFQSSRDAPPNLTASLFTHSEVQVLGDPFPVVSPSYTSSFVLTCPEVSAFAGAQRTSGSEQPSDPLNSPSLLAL
PvdQ inh: blocks Pseudomonas aeruginosa PvdQ acylase activity; purified PvdQ acylase, fluorescence plate reader; inhibition, % at 10 µM; 340,000 compounds, 0.063% hits; in the data active = inhibition above about 30%, passing the limit was not always enough;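 note: 0% = vehicle neutral wells and 100% = reference inhibitor wells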
CDK5 p35 inh: blocks human CDK5/p35 kinase activity; Q00535+Q15078; Recombinant CDK5/p35, ADP-Glo luminescence, 60 min; inhibition, % at 10 µM; 330,000 compounds, 0.01% hits; AID 488839;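 active = highest replicate inhibition of at least 50% and at least 75% of replicates reaching 50%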;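 note: plate controls were DMSO neutral control for no effect and GW8510 at 10 µM for full effect; many of its hits are not listed in these tables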
RTF Ca sens act: increases calcium sensitivity of human cardiac regulated thin filaments | P19429+P45379 | IANBD-labeled TnC RTF fluorescence at EC20 calcium; 0% EC20 calcium, 100% full calcium | activation, % at 7.2 µM | 340,000 compounds, 0.24% hits | AID 493008;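 active = activation above the mean over all tested compounds plus 3 SD, cut at about 30% in these data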;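 note: rise in fluorescence read as greater calcium sensitivity of cardiac thin filaments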
MITF act: activators of MITF-driven TRPM1 promoter activity in SK-MEL-5 cells; SK-MEL-5 TRPM1-promoter luciferase, 24 h; % of positive control, neutral wells = 0; activation, % at 12.5 µM; 300,000 compounds, 0.75% hits; AID 588334;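 active = mean activation of at least 80% with every replicate also reaching 80%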;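 note: 0% = neutral control wells and 100% = parthenolide positive control wells; values of inactives mirror those of a sister screen read the other way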
HTR5A ag: activates human HTR5A in OPRM1-OPRD1 agonist counter-screen. 340,000 compounds, 0.61% hits. activation, % at 9.3 µM. HTR5A agonist assay, luminescence, cell-based; in the data active = activation mostly above about 9.5%, no sharp cut-off; inactive = mostly below about 7.6%;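 note: 0% = cells with vehicle only and 100% = reference agonist; strong numbers were not always called active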
Target sequence (P47898 whole entry, looked up): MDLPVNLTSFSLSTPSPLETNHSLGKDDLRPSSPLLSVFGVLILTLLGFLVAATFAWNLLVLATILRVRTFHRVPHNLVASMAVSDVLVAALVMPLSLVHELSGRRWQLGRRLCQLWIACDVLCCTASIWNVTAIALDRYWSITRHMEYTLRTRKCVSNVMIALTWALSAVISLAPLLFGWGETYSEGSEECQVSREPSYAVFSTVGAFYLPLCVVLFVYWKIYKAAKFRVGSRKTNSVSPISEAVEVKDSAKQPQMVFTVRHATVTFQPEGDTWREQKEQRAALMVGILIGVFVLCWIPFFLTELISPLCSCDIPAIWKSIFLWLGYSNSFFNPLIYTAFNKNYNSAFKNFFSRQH
Rtt109 Vps75: blocks Candida albicans Rtt109/Vps75 acetyltransferase activity; Q5AAJ8; purified Rtt109/Vps75, ThioGlo CoA-SH fluorescence, 4 h; inhibition, % at 34.9 µM; 330,000 compounds, 0.16% hits;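 active = inhibition of at least 50% in every replicate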
Target sequence (Q5AAJ8 whole entry, looked up): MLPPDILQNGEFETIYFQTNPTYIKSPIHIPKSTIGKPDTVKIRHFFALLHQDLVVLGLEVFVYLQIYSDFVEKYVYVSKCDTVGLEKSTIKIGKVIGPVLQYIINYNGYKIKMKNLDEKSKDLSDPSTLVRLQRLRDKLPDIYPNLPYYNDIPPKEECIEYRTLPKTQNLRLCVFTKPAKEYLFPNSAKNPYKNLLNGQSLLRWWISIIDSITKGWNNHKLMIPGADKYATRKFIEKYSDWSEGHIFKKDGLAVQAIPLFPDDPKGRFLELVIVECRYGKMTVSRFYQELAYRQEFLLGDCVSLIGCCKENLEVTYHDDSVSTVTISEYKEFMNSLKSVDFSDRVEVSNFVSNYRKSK
The depositor's hits bear a star; x = no result given; & = joins results of further samples.

SMILES	SR-BI uptake up	Wnt act	SR-BI HDL uptake	dFosB activator	PvdQ inh	CDK5 p35 inh	RTF Ca sens act	MITF act	HTR5A ag	Rtt109 Vps75
Cc1ccc(NC(=O)CN2C(=O)C3CC=CCC3C2=O)cc1S(=O)(=O)N1CCOCC1 (stereo not given)	15	1	-15	3	-7	1.2	0	-3	-2	11
O=C(c1ccccc1NS(=O)(=O)c1ccc(F)cc1)N1CCOCC1	5	18	-5	-3	-7	0.4	3	16	-2	-4
COc1ccc(CCN=C(N)NS(=O)(=O)c2ccc(C)cc2)cc1OC	8	x	-8	-7	-12	-3.8	-5	-1	-3	x
CCOC(=O)CNC(=S)N(Cc1cccs1)C1CCCCC1	20	0	-20	1	1	x	-8	9	1	-4
O=C(C1CCCN(S(=O)(=O)c2ccc(F)cc2)C1)N1CCCCCC1 (stereo not given)	x	0	-12	-10	-7	-0.6	8	-3	8	-1
CCOc1ncccc1C(=O)NCCc1ccc(Cl)cc1	-6	0	6	-6	-17	-0.1	5	2	2	-10
N#Cc1c(NC(=O)CSc2nnnn2C2CCCCC2)sc2c1CCCC2	-7	x	7	-13	-22	-1.5	10	7	5	-5
COc1ccc(C2=NS(=O)(=O)N(C)C(C(=O)N3CCN(C)CC3)=C2)cc1	18	2	-18	-6	-3	-2.4	6	x	5	3
COc1ccc(OC)c(-c2csc(NC(=O)CN3C(=O)C4CCCCC4C3=O)n2)c1 (stereo not given)	-9	-2	9	-6	8	1.0	-7	17	0	30
Cc1ccc(Sc2c(C#N)c(-c3ccccc3)nn2C)cc1	-8	x	8	-4	-11	-1.1	4	-10	6	1
COc1cc(-c2nc3ccccn3c2/N=C/c2ccc(F)cc2)ccc1O	11	1	-11	-12	-15	1.4	-2	3	4	-21
O=C(NC1CCSc2ccccc21)c1cccc(Br)c1 (stereo not given)	-6	3	6	-7	10	-2.3	-2	18	-1	-6
COC(C/C=C\[C@H](O)COCc1ccccc1)OC	12	-3	-12	-2	-11	0.4	3	0	0	10
COc1ccc(C(=O)NCc2ccc(N3CCN(C)CC3)cc2)cc1	7	-1	-7	2	-2	0.3	-3	-4	4	4
O=C(O)c1cc(-c2ccc(/C=C3/SC(=S)N(Cc4ccccc4)C3=O)o2)ccc1Cl	13	-1	-13	-17	-9	-1.6	29	2	2	17
C=C(C)c1nc2cc(OC)c(OC)cc2c(=O)o1	20	-2	12	-18	-12	1.2	4	-6	-4	1
O=[N+]([O-])c1cc2c(c(CSc3nnnn3-c3ccc(O)cc3)c1)OCOC2	17	-3	-17	-14	-18	2.3	0	-1	5	2
Cc1ccc(C(=O)Nc2ncccc2C)cc1S(=O)(=O)N1CCOCC1	15	-3	-15	-1	-7	0.4	-1	x	-1	-2
CC(C)c1nc(SCc2ccccn2)c2c(=O)n(C)c(=O)n(C)c2n1	5	-5	-5	-1	-2	0.7	-1	1	-2	-1
O=C(O)C1CSC(c2ccncc2)N1 (stereo not given)	-13	x	13	3	-11	3.1	0	-23	1	-3
Cc1ccc(N(C(=O)c2ccco2)C(C(=O)NC2CCCC2)c2cccnc2)cc1 (stereo not given)	9	2	-9	-13	-7	0.0	3	3	2	7
O=C(CSc1nc2ccccc2c(=O)n1Cc1ccc(F)cc1)NCc1cccs1	-1	-1	1	35*	5	-1.9	-8	2	7	x
O=C(O)C(=Cc1ccccc1)Cc1ccccc1	3	-1	-3	5	-3	0.5	-5	-3	-3	-9
COc1cc(NC(=O)CC2NCCNC2=O)cc(OC)c1 (stereo not given)	37	x	-37	3	11	-0.7	6	-11	-2	-6
COc1cc(NC(=O)c2cccc(Cl)c2)c(OC)cc1NC(=O)CN1CCOCC1	-45	x	45	2	-6	-1.1	-5	14	-1	-1

(next part)
SMILES	SR-BI uptake up	Wnt act	SR-BI HDL uptake	dFosB activator	PvdQ inh	CDK5 p35 inh	RTF Ca sens act	MITF act	HTR5A ag	Rtt109 Vps75
Cc1ccccc1NC(=O)/C=C/c1cccc(C(F)(F)F)c1	-15	x	15	1	4	2.4	-3	35	4	14
O=C(Oc1ccc(-c2nnco2)cc1)N1CCOCC1	-1	0	1	-3	-16	-0.1	-1	x	1	-1
CCOC(=O)CSc1nc2c(c(=O)n(Cc3ccccc3Cl)c(=O)n2C)n1C	-14	x	14	1	-8	1.1	-6	-2	5	6
Cc1cc(C(=O)OCC(=O)N(C)c2ccccc2)c(C)o1	-13	1	13	-1	-7	0.7	-4	13	5	-5
CC(=O)NC(O)C(=O)c1ccccc1 (stereo not given)	-25	-3	25	1	-5	-2.6	-3	8	1	3
COc1ccc(Nc2nnc(SCC(=O)N3CC(=O)Nc4ccccc43)s2)cc1	-2	3	2	-2	0	-2.4	-4	10	-1	-4
Cc1nnc(SCC(=O)N2CCN(S(=O)(=O)c3ccc(Cl)cc3)CC2)[nH]c1=O	15	x	-15	-3	9	-0.7	-4	3	1	5
COc1ccc(-n2c(CN3CCC(C(N)=O)CC3)nc3ccc([N+](=O)[O-])cc3c2=O)c(OC)c1	x	5	x	-3	-4	-0.4	-3	-7	2	8
O=C(CSc1nnc(COc2ccc(Cl)cc2)o1)N1CCCC1	21	-1	-21	-14	-11	-1.7	0	0	-2	-1
COc1ccc2[nH]cc(CCNC(=O)Nc3ccccc3C)c2c1	-5	0	5	9	6	1.6	2	12	11	0
Cn1c(C(=O)N2CCN(c3nc4ccccc4s3)CC2)cc2sccc21	1	x	-1	12	-3	2.5	-4	-1	0	-15
Cc1nnc(SCC(=O)Nc2nccs2)n1N	1	0	-1	-6	10	0.8	0	-3	2	26
COc1ccc(NC(=O)COC(=O)CCNS(=O)(=O)c2ccc(Cl)cc2)cc1	x	-2	x	2	3	1.4	-3	1	0	-1
CCOc1ccc(Cn2ccnc2)cc1[N+](=O)[O-]	20	0	-20	3	-5	-0.8	-4	-12	8	-1
CCCCN(C(=O)c1ccc(C#N)cc1)c1c(N)n(CCC)c(=O)[nH]c1=O	x	0	x	1	-12	1.0	-3	-13	-2	-3
CCn1cc(CNC(=O)c2ccc3nc(Cc4ccccc4F)oc3c2)cn1	23	-5	-23	-1	-4	1.3	-7	22	2	24
CCCCC(=O)OCc1c(-c2cccc(OC)c2)ncc2ccccc12	-36	-1	36	-3	-4	-4.4	4	-2	8	-6
O=C(Cn1[nH]c(=O)c2ccccc2c1=O)NC1CCN(Cc2ccccc2)CC1	22	-6	-22	-8	-14	-1.0	-1	6	-4	-5
Cc1occc1C(=O)Nc1cc(=O)n(C)c(=O)n1C	x	-8	x	0	-2	0.6	2	-7	6	-3
COC(=O)C1=C(C(=O)OC)C(c2ccccc2O)c2sc(=O)[nH]c2S1 (stereo not given)	47	-2	-47	-13	4	3.6	1	-15	-6	11
Cc1ccc(S(=O)(=O)NCCCNC(=O)N2CCOCC2)cc1	12	x	-12	0	-1	-5.5	7	x	-1	5
CC(C)CC(=O)NC(=S)Nc1ccc(S(=O)(=O)NC(C)(C)C)cc1	14	-2	-14	-9	2	-0.1	3	12	-1	55*
COc1cccc(-n2c(SCC(=O)N3c4ccccc4CC3C)nnc2-c2ccco2)c1 (stereo not given)	-36	x	36	-3	-7	0.7	7	8	-3	6
C[C@H](CO)N1C[C@H](C)[C@@H](CN(C)S(=O)(=O)c2cccs2)Oc2ccc(NC(=O)CCC(F)(F)F)cc2C1=O	-31	-2	31	-4	8	-2.3	-9	-9	6	6
CCCC(NS(=O)(=O)c1ccc(OC)cc1)C(=O)O (stereo not given)	21	-9	-21	5	-18	-0.7	-4	1	5	11

Continuation.
SMILES	SR-BI uptake up	Wnt act	SR-BI HDL uptake	dFosB activator	PvdQ inh	CDK5 p35 inh	RTF Ca sens act	MITF act	HTR5A ag	Rtt109 Vps75
COc1ccc(N2CCN(C(=O)C(=O)c3c[nH]c4ccccc34)CC2)cc1	16	3	-16	6	-10	-0.7	-2	1	-2	-12
CC(=O)N(Nc1ccccc1)c1ccccc1	20	0	-20	-5	-17	2.0	1	2	-2	-2
Cc1nn(CCOc2cccc(Br)c2)c(C)c1[N+](=O)[O-]	5	2	-5	-6	-10	0.3	0	-10	-2	0
Cc1ccc(S(=O)(=O)N2CCCCC2)cc1NC(=O)C1CC(=O)N(c2ccc3c(c2)OCCO3)C1 (stereo not given)	3	-5	-3	-11	-8	0.5	-7	-5	4	5
COc1cccc(-c2cc(C(=O)NCc3ccco3)no2)c1	-12	-4	12	-1	-13	-0.4	5	63	5	-8
O=C(CCc1nc2ccccc2c(=O)[nH]1)Nc1ccc(N2CCCCC2)cc1	-4	0	4	-3	8	-1.5	-2	-13	-2	-2
O=C(CSc1nnnn1-c1cccc(F)c1)Nc1nc2ccccc2s1	4	x	-4	-10	-2	-1.9	0	0	4	25
CCCCCn1c(C)c2c(OCC)cccc(=O)c2c1C	x	2	x	-13	-7	1.0	0	-14	10	5
CC1(C)OC(=O)C(=CNC(CO)C(=O)O)C(=O)O1 (stereo not given)	6	0	-6	5	-22	3.3	2	1	3	-6
O=C(NNC(=O)c1ccccc1O)c1ccc(Br)cc1	-66	3	66	4	-4	-0.2	-2	52	1	1
c1coc(CNc2nc3ccccc3s2)c1	x	36*	x	0	-11	-0.5	-1	29	-1	14
C[C@H](CO)N1C[C@H](C)[C@@H](CN(C)Cc2ccc(C(=O)O)cc2)Oc2c(NC(=O)c3ccncc3)cccc2C1=O	33	-4	-33	-4	-7	-0.1	-4	9	2	-5
CCOC(=O)C1(CC2CCCCO2)CCN(S(=O)(=O)c2ccc(OC)cc2)CC1 (stereo not given)	21	-3	-21	-5	-9	1.4	-2	3	-1	-15
Cc1ccc(CSCC(=O)N/N=C/c2ccc(OCC(=O)Nc3ccc(C)cc3)cc2)cc1	-5	x	5	27*	1	0.9	-6	-1	3	-9
COc1ccc2c(c1)nc(CN1CCN(CCO)CC1)n2C	31	-2	-31	0	-9	0.0	-4	x	0	-6
COc1ccc(N(C(=O)CCl)C(C(=O)NCCc2ccccc2)c2cccs2)cc1 (stereo not given)	-3	2&-5	3	-6	-7	1.3	-2	-87	55*	10
Cn1cc([N+](=O)[O-])c(C(=O)Nc2cc(Oc3ccccc3)cc([N+](=O)[O-])c2)n1	7	-40	-7	2	-16	0.7	1	-80	2	-9
O=C(Nc1ccc2c(c1)C(=O)N(CC1CCCO1)C2=O)c1cccc(Br)c1 (stereo not given)	-42	x	42	2	-8	-0.6	-1	x	-1	x
CN(Cc1ccccc1)C(=O)COC(=O)/C=C/c1ccco1	14	-4	-14	-3	-9	1.1	5	-3	-1	2

Whole records, looked up by structure. Screens in order: SR-BI uptake up, Wnt act, SR-BI HDL uptake, dFosB activator, PvdQ inh, CDK5 p35 inh, RTF Ca sens act, MITF act, HTR5A ag, Rtt109 Vps75
Listed for O=C(CSc1nnnn1-c1cccc(F)c1)Nc1nc2ccccc2s1 = 4, x, -4, -10, -2, -1.9, 0, 0, 4, 25
Listed for C[C@H](CO)N1C[C@H](C)[C@@H](CN(C)Cc2ccc(C(=O)O)cc2)Oc2c(NC(=O)c3ccncc3)cccc2C1=O = 33, -4, -33, -4, -7, -0.1, -4, 9, 2, -5
Listed for COc1ccc(N2CCN(C(=O)C(=O)c3c[nH]c4ccccc34)CC2)cc1 = 16, 3, -16, 6, -10, -0.7, -2, 1, -2, -12
Listed for COc1ccc(N(C(=O)CCl)C(C(=O)NCCc2ccccc2)c2cccs2)cc1 (stereo not given) = -3, 2&-5, 3, -6, -7, 1.3, -2, -87, 55*, 10

Screening results deposited in PubChem BioAssay by several laboratories.
